CCHFV vOTU inh: blocks the CCHF virus ovarian tumor domain protease; inhibition, % at 11.5 µM; 370,000 tested, 0.55% active; CCHFV vOTU protease, Pep-AMC fluorescence; AID 651958; in the data active = inhibition above about 30%; also: 0% = vehicle wells with enzyme and 100% = no enzyme wells
BoNT-F LC inh: blocks Botulinum neurotoxin F light chain protease; Multiplex microsphere protease cleavage assay, flow cytometry; inhibition, % at 10 µM; 360,000 tested, 0.22% active; AID 588497; in the data active = inhibition above about 35%, passing the limit was not always enough; inconclusive = no clear call, values can overlap the other calls; also: plate controls were buffer without enzyme for full effect and enzyme alone for no effect
PrPC surface inh: reduces human prion protein on the cell surface. cell surface PrPC, TR-FRET read-out. inhibition, % at 13.8 µM. 370,000 tested, 0.43% active. AID 720596; in the data active = inhibition above about 24%; also: 0% = median of the test wells and 100% = reference compound wells
Y pestis TopoI: Y. pestis Topo-I inhibition via cleavage products | Y. pestis Topo-I cleavage product accumulation, plate reader | activity, % at 10 µM | 360,000 tested, 0.064% active | AID 504884; in the data active = activity above about 50%, passing the limit was not always enough; inconclusive = no clear call, values can overlap the other calls; also: inactives centre near 2
PfHsp40 yeast: rescue of PfHsp40-mediated yeast toxicity. S. cerevisiae expressing PfHsp40, growth rescue, ATP luminescence. growth rescue, % at 12.5 µM. 340,000 tested, 0.68% active; in the data active = growth rescue above about 28%, passing the limit was not always enough; inconclusive = no clear call, values can overlap the other calls;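 also: yeast W303a lacking pdr1 and pdr3 grown in galactose medium; growth measured after three days at 30 °C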
TcdB inh: inhibitors of Clostridioides difficile toxin B glycohydrolase; P18177; TcdB glycohydrolase enzymatic assay, plate reader; inhibition, % at 9.99 µM; 350,000 tested, 0.24% active; in the data active = inhibition above about 10%
Anthrax LF prot: anthrax lethal factor protease inhibition. inhibition, % at 10 µM. 360,000 tested, 0.12% active. P15917. multiplex microsphere protease cleavage assay, LF; also: plate controls were buffer without enzyme for full effect and enzyme alone for no effect
Target sequence (P15917 whole entry, looked up): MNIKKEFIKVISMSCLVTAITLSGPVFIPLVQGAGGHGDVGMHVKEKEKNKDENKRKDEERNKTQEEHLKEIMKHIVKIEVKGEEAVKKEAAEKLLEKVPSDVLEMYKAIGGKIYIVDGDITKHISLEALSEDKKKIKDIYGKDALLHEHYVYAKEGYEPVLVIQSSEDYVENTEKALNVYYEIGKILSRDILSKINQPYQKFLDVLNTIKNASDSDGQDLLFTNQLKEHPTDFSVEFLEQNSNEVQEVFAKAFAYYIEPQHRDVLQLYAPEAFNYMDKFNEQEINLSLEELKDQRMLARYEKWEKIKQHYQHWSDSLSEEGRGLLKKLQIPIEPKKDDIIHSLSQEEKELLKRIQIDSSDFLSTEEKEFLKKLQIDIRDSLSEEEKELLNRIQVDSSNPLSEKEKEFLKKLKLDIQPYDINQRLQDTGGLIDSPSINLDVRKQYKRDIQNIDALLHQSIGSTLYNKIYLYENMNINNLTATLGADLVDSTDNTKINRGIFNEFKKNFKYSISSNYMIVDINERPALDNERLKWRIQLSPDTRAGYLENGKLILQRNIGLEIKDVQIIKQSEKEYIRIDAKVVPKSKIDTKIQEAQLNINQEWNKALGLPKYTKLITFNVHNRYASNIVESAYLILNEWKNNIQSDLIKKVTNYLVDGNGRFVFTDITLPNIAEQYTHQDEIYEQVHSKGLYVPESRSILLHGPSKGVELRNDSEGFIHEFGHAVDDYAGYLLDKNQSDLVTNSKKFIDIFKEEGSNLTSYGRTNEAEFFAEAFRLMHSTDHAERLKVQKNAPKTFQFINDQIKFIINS
BoNT-A LC inh2: inhibitors of Botulinum neurotoxin A light chain protease; 360,000 tested, 0.17% active; inhibition, % at 10 µM; multiplex microsphere protease substrate cleavage, flow cytometry; also: plate controls were buffer without enzyme for full effect and enzyme alone for no effect
FadD28 binding: M. tuberculosis FadD28 bisubstrate binding inhibition. AID 588549. 360,000 tested, 0.22% active. inhibition, % at 12.5 µM. FadD28 bisubstrate probe binding, fluorescence polarization; in the data active = inhibition above about 8.5%, passing the limit was not always enough; inconclusive = no clear call, values can overlap the other calls
* marks the source's active call; other numbers are inactive results; ? = inconclusive; . = not tested or not shown. Rule as the data show it, unless noted: active = inhibition above about 30%; inconclusive = no clear call, values can overlap the other calls; inactive = below that.

Each structure is followed by: BoNT-A LC inh2	Y pestis TopoI	PrPC surface inh	BoNT-F LC inh	TcdB inh	PfHsp40 yeast	CCHFV vOTU inh	Anthrax LF prot	FadD28 binding
Cc1ccc(CCC(=O)Nc2ccc(Br)cc2)o1
  0.6	-8	13	3	-1.7	1.4	0	-2	-1.1
CCc1ccc(NC(=O)Cn2c3[n+](c4c(F)c(F)ccc42)CCCCC3)cc1
  1.2	-1	-1	-5	2.1	0.2	2	4	-2.1
CS(=O)(=O)Nc1ccc(-c2cn3cccnc3n2)cc1
  -1.6	3	-16	9	0.2	-0.7	-175	7	0.6
COc1ccc(NC(=O)CSc2nnc(Cn3cnc([N+](=O)[O-])n3)n2C)cc1
  0.7	-4	-8	-3	.	-2.0	-12	3	-1.2
CC(=O)N1CCN(Cc2nc3cc(NC(=O)c4ccccc4Cl)ccc3n2C)CC1
  0.0	-19	-5	-2	1.0	-1.5	14	5	-3.2
CCN=C1SC(C(=O)Nc2ccc(Cl)c(Cl)c2)CC(=O)N1CC (configuration not stated)
  -0.2	-7	6	16	.	0.2	7	-6	2.6
CCOC(=O)c1[nH]c(=O)c2ccccc2c1O
  -0.3	5	7	-6	.	0.3	14	-1	-2.6
NC(=O)CC(NC(=O)Cc1cccc2ccccc12)c1ccc(NC2CCCCC2)c([N+](=O)[O-])c1 (configuration not stated)
  -0.1	5	-1	3	1.2	-0.3	-4	1	-1.4
Cc1nc(C)c(C(=O)Nc2cccc(F)c2)s1
  -4.1	-1	-1	-14	1.2	-0.8	-14	-23	-1.2
Cc1cccc(C)c1NC(=O)CN(C)CC(=O)N(C)CC(=O)Nc1ccccc1Br
  -0.5	-2	5	-5	-2.0	-0.4	0	-9	-2.2
CCc1nn(CC(=O)NC2CCN(Cc3ccccc3)CC2)c(=O)c2cc3cc(F)ccc3n12
  1.9	14	0	3	-0.4	0.7	11	4	-1.9
COC(CNC(=O)c1ccc2c(c1)ncn2-c1ccc(F)cc1F)OC
  -0.3	-5	-2	-2	-0.1	0.5	-19	-3	-1.9
Cc1cc(C)cc(NC(=O)COC(=O)CCc2ccc(S(=O)(=O)N3CCOCC3)cc2)c1
  0.3	-2	-1	1	-3.2	-0.3	9	-2	-3.7
O=C1C2C(C(=O)N1/N=C/c1cc([N+](=O)[O-])c(O)cc1O)C1C=CC2C12CC2 (configuration not stated)
  -0.8	-6	5	0	-4.1	0.0	-1	-1	-0.2
O=C(NCN1CCOCC1)c1cnccn1
  3.0	-1	-4	-2	0.1	0.9	-12	-1	-3.4
COc1ccccc1CNC(=O)CNCC1CCCO1 (configuration not stated)
  0.0	-1	0	6	.	0.6	-5	1	-0.1
O=C(CSc1nnc(SCc2ccccc2)s1)N/N=C/c1ccc(C(=O)O)cc1
  -0.1	3	2	-8	0.6	1.6	2	-2	-3.5
COc1ccc(-c2cc(NC=O)c3ncc(-c4ccccc4)n3c2)cc1OC
  -0.2	48	-4	-4	-0.1	.	-2	-3	-0.6
COC(=O)C(Cc1ccccc1)NC(=O)c1ccc(C)cc1 (configuration not stated)
  -0.6	6	3	-3	0.2	0.1	10	-2	0.6
COc1ccccc1Oc1ccc2c(c1)C(=O)N(c1cccc(O)c1)C2=O
  -0.2	4	2	2	.	0.7	-22	-4	-0.4
COc1ccc(C2C(C#N)=C(N)OC3=C2C(=O)CC(C)C3)c(OC)c1OC (configuration not stated)
  1.5	-2	-1	4	0.9	-1.5	-2	3	-1.5
CC(C)c1ccc(OC(=O)NCCO)cc1
  1.0	-1	5	-3	.	-0.2	5	2	1.5
CC(C)C[C@H](NC(=O)NCc1ccccc1Cl)C(=O)O
  2.0	-7	-2	19	.	-0.7	-12	-8	-3.0
O=C(NC12CC3CC(CC(C3)C1)C2)c1cc2nc(-c3ccco3)cc(C(F)(F)F)n2n1
  1.2	0	.	-16	.	-1.0	.	0	-1.7
CC(=O)c1cnc2scnn2c1=O
  0.5	9	-3	1	1.4	-0.7	-4	-2	0.3
COC(=O)CCC/C=C1\SC[C@@H](NC(=O)c2ccccc2)C1NC(C)=O (some centres not stated)
  -0.4	-6	3	-4	0.9	-0.3	7	2	-1.2
Cc1cc(C)c(C(=O)CSc2nnc(-c3cccnc3)n2C)c(C)c1
  -0.3	4	.	-1	0.2	-0.6	.	-2	-2.4
COc1ccccc1NC(CC(=O)c1ccccc1)C(=O)OCC(=O)c1ccc(Br)cc1 (configuration not stated)
  -1.7	20	5	-8	.	-0.2	5	-2	-2.5
COc1ccc(OCC(=O)Nc2ccc(S(=O)(=O)Nc3cc(C)nc(C)n3)cc2)cc1
  -0.5	-3	4	-7	.	-0.5	5	-6	-0.7
CCC1(CCc2ccncc2)C(=O)NC(=O)NC1=O
  0.4	-1	-4	14	.	0.9	8	-4	2.0
O=C1NC(c2ccccn2)Nc2sc3c(c21)CCC3 (configuration not stated)
  -1.4	1	-8	-3	.	1.0	-7	1	-4.1
CCCc1nc2ccccc2c(C(=O)O)c1CC
  1.1	-4	-4	-18	.	0.4	12	-2	0.3
Cc1nnc(NC(=O)c2ccc(F)c(S(=O)(=O)N3CCOCC3)c2)s1
  0.1	2	3	3	1.4	-0.2	6	-5	-3.2
CCN(CC)c1ccc(NC(=O)COc2ccccc2C#N)cc1S(=O)(=O)Nc1ccccc1OC
  0.1	21	2	-5	0.3	1.4	-4	-2	-0.7
Cc1cccc(NC(=O)CN(C)C(=O)C2CC2)c1C
  -3.6	0	-8	-3	0.5	0.0	-1	-2	0.6
Cc1c(CNCCc2ccc(Cl)cc2)c(C(=O)O)c(C)n1-c1ccccc1
  -1.4	11	-2	-2	0.8	-1.8	-11	-7	.
C=C[C@@](C)(O)CC[C@@H]1[C@@]2(C)CCCC(C)(C)[C@@H]2CC[C@@]1(C)O
  0.3	31	-7	-10	3.3	2.4	9	-6	-2.0
CN1OC[C@@H]2CN(Cc3ccc(Cl)cc3)[C@H](c3ccc(-n4ccnc4)cc3)C[C@@H]21
  -1.3	.	-6	-11	1.1	.	11	0	-8.9
Cc1nc2ccc(C(=O)O)cc2[nH]1
  0.8	-7	3	-14	.	-0.1	-4	-3	-2.0
COc1ccc(C2CC(=O)Oc3ccc(OC)cc32)cc1 (configuration not stated)
  -0.1	10	-2	2	0.9	0.2	8	-1	-6.2
CC(C)CNC(=O)C1(C)CCCCCN1Cc1ccccc1-c1ccccc1 (configuration not stated)
  -0.2	?	18	2	2.6	.	35*	-5	-2.6
Cc1ccc(S(=O)(=O)NCCC(=O)OCC(=O)N2CCCC2=O)cc1
  1.3	2	2	5	0.7	0.7	11	-3	0.0
Oc1cccc(Nc2ncnc3c2oc2ccccc23)c1
  3.2	-2	-5	15	2.8	-0.2	2	1	-0.3
Cc1ccc2c(CC(=O)Nc3cccc(S(=O)(=O)N4CCOCC4)c3)coc2c1
  -0.8	12	8	-6	2.2	0.3	-9	-3	-4.2
CC(=O)Nc1ccc(S(=O)(=O)NC2=NCN(C)CN2)cc1
  0.1	-5	3	3	.	16	-2	3	1.1
O=C(CNC(=O)C(c1ccccc1)c1ccccc1)N/N=C\c1ccc(C(=O)O)cc1
  -1.0	1	-7	-5	2.0	0.4	13	-4	-0.4
CCOC(=O)N1C(=O)c2cc(OC)ccc2S1(=O)=O
  -0.3	-3	-1	5	.	-0.1	-3	1	-3.5
NC(=O)NOCc1ccc(F)cc1Cl
  -1.8	7	0	-11	0.4	-0.4	3	-3	-2.9
COc1ccc(/C=C/C(=O)NNC(=O)c2ccncc2)c(OC)c1
  1.3	-9	0	0	-2.8	1.5	19	0	-27
COc1ccc(CN2CC(C(=O)NCCc3ccccc3)CC2=O)cc1 (configuration not stated)
  7.4	7	-2	10	.	-0.5	-5	-4	-4.2
CCN(Cc1ccccc1)C(=O)Cn1cc(S(=O)(=O)NC)c(S(=O)(=O)NC)c1
  0.1	2	4	-8	0.7	1.1	-11	14	-0.9
CC(C)C(N)c1csc(NC(=O)Nc2ccccc2C(C)(C)C)n1 (configuration not stated)
  -0.7	-9	3	-8	0.2	.	6	-1	0.6
O=C(Nc1ccc(Oc2ccccc2)cc1)c1csc([C@@H]2C[C@H](O)[C@@H](CO)O2)n1
  -0.2	0	11	-2	0.8	.	10	-3	-6.3
COc1ccccc1NC(=O)COC(=O)c1ccccn1
  -1.6	-8	0	-3	0.7	-1.5	3	-6	-4.1
Cc1ccc(-n2c(Cc3ccccc3)n[nH]c2=S)cc1
  1.5	-6	-2	4	.	-1.0	2	0	-2.7
COc1ccc(OC)c(S(=O)(=O)Nc2cc(Cl)cc(Cl)c2)c1
  -1.2	-11	9	0	.	-1.3	6	3	0.3
O=C(/C=C/Nc1ccccc1F)c1ccc(Br)cc1
  -1.5	4	11	-7	.	-1.1	13	-2	1.1
O=C(Nc1cccc(Cl)c1Cl)c1csc([C@H]2C[C@H](O)[C@@H](CO)O2)n1
  -0.2	-3	-6	-6	0.8	.	13	-5	0.3
CCOc1ccccc1NC(=O)C(Sc1ccccc1)c1ccccc1 (configuration not stated)
  -0.1	5	-3	-7	.	1.0	12	-4	-1.0
CCc1ccc(C(=O)OCC(=O)N2CCCCCC2)cc1
  -1.4	-2	6	-5	-1.6	-0.2	0	1	.

Filtered by structure: the entries above with a cyano group
Each structure is followed by: BoNT-A LC inh2	Y pestis TopoI	PrPC surface inh	BoNT-F LC inh	TcdB inh	PfHsp40 yeast	CCHFV vOTU inh	Anthrax LF prot	FadD28 binding
COc1ccc(C2C(C#N)=C(N)OC3=C2C(=O)CC(C)C3)c(OC)c1OC (configuration not stated)
  1.5	-2	-1	4	0.9	-1.5	-2	3	-1.5
CCN(CC)c1ccc(NC(=O)COc2ccccc2C#N)cc1S(=O)(=O)Nc1ccccc1OC
  0.1	21	2	-5	0.3	1.4	-4	-2	-0.7

Next entries.
Each structure is followed by: BoNT-A LC inh2	Y pestis TopoI	PrPC surface inh	BoNT-F LC inh	TcdB inh	PfHsp40 yeast	CCHFV vOTU inh	Anthrax LF prot	FadD28 binding
COc1ccc(S(=O)(=O)N2CCN(C(=O)Nc3ccccc3OC)CC2)cc1
  0.4	3	8	0	-0.9	2.7	0	0	-0.5
C[n+]1c(-c2ccccc2)cc(CCCCc2cc(-c3ccccc3)[n+](C)c(-c3ccccc3)c2)cc1-c1ccccc1
  4.1	21	-2	-26	1.1	0.1	-10	-8	-2.4
COc1ccccc1NC(=O)c1nn(-c2ccc(Cl)cc2)ccc1=O
  0.7	3	6	7	.	2.1	2	1	0.1
CN(Cc1ccccc1)C(=O)c1csc([C@H]2C[C@H](O)[C@@H](CO)O2)n1
  -0.3	-2	2	1	-0.6	.	6	4	-1.9
COc1ccc(CN2C(=O)c3cccnc3C2=O)cc1S(=O)(=O)N(C)c1ccc(C)cc1
  -4.8	26	2	-7	2.3	-0.6	12	-3	-1.4
COC(=O)c1[nH]c2cc(OC)c(OC)cc2c1/C=N/Nc1ccccc1
  -14	-30	-5	?	0.2	4.7	-11	-6	0.5
Cc1ccc(C)c(S(=O)(=O)C(C#N)c2nc3ccccc3nc2N2CCOCC2)c1 (configuration not stated)
  ?	2	0	?	.	-2.0	2	?	0.8
O=C(CSc1nnnn1C1CCCCC1)Nc1ccc2c(c1)OCO2
  -4.2	11	15	-20	.	-1.8	8	-4	0.5
O=C1c2ccccc2C(=O)N1CCOc1ccccc1Br
  -0.6	8	0	6	1.7	1.0	5	1	-2.3
CNC(=O)CO/N=C/c1ccc(N(C)C)cc1
  -0.6	6	-4	-2	-0.4	0.1	-2	-1	-3.7
Cc1ccc(CNc2nnnn2C)cc1
  -1.3	4	6	-3	1.0	0.3	9	-5	-0.3
CCc1nc(C)cn1S(=O)(=O)c1cc(C)c(OC)c(C)c1C
  -0.5	-6	13	6	.	-0.9	-5	1	?
O=C(CSc1nnc(-c2ccco2)n1Cc1ccccc1)OC1CCCCC1
  -0.1	24	-3	7	.	-0.1	1	-6	-4.5
COc1ccc(CC(=O)Nc2ccc(-c3cn4cccc(C)c4n3)cc2)cc1OC
  -0.4	18	3	1	.	0.6	-5	1	-0.4
O=c1cc(-c2cccc(Br)c2)nc(-c2ccccc2F)o1
  -0.5	4	2	-4	.	-1.3	-17	2	0.5
